Rv3671c inh: Rv3671c serine protease inhibitors, primary screen, biochemical, fluorescence polarization, M. tuberculosis H37Rv; P9WHR9; inhibition, % at 5.96 µM; actives 0.048% (n = 320,000); AID 2606, 2010; in the data active = inhibition above about 38%;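 also: extracellular domain of Rv3671c used as enzyme; 0% = enzyme with DMSO and 100% = no enzyme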
BoNT F protease: BoNT/F light chain protease inhibitors, primary screen, biochemical, flow cytometry, MLPCN library | Botulinum neurotoxin type F light chain protease (Clostridium botulinum) | Multiplex microsphere protease cleavage assay | inhibition, % at 10 µM | actives 0.22% (n = 360,000) | AID 588497, 2011; in the data active = inhibition above about 35%, passing the limit was not always enough; inconclusive = no clear call, values can overlap the other calls; also: plate controls were buffer without enzyme for full effect and enzyme alone for no effect
SSB-PriA inh: inhibitors of Klebsiella pneumoniae PriA binding to SSB C-terminal tail, primary screen, biochemical, AlphaScreen; AID 1272365, 2023; PriA–SSB C-terminal tail interaction (Klebsiella pneumoniae); inhibition, % at 33 µM; actives 0.6% (n = 430,000); AlphaScreen SSBct-PriA binding, biotinylated peptide; in the data active = inhibition mostly above about 37%, no sharp cut-off; inactive = mostly below about 20%;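 also: plate controls were negative control peptide for no effect and reference peptide for full effect; strong numbers were not always called active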
3CLpro inhibitor: SARS-CoV 3CLpro protease inhibitors, primary screen, biochemical, quenched FRET. actives 0.14% (n = 290,000). Replicase polyprotein 1ab (Severe acute respiratory syndrome coronavirus), P0C6X7. inhibition, % at 6 µM. recombinant SARS-CoV 3CLpro, quenched FRET peptide cleavage. AID 1706, 2009; in the data active = inhibition above about 12%
CCHF vOTU inh: CCHFV vOTU protease inhibitors, primary screen, biochemical, Pep-AMC substrate, fluorescence; Crimean-Congo hemorrhagic fever virus L polyprotein viral ovarian tumor (vOTU) protease …; inhibition, % at 11.5 µM; actives 0.55% (n = 370,000); in the data active = inhibition above about 30%; also: 0% = vehicle wells with enzyme and 100% = no enzyme wells
MazEF act: activators of E. coli MazEF toxin-antitoxin RNase, primary screen, biochemical, fluorescence, uHTS | actives 0.32% (n = 350,000) | activation, % at 20 µM | AID 504720, 2011 | FAM/BHQ RNA-DNA oligo cleavage fluorescence, 5 h; in the data active = activation above about 50%
PrPC TRFRET: inhibitors of human cell surface prion protein PrPC, primary screen, cell-based, TR-FRET; Major prion protein (Homo sapiens), P04156; TR-FRET read-out; inhibition, % at 13.8 µM; actives 0.43% (n = 370,000); AID 720596, 2013; in the data active = inhibition above about 24%; also: 0% = median of the test wells and 100% = reference compound wells
VHR inh abs: VHR1 phosphatase inhibitors, primary screen, biochemical, absorbance, uHTS; Dual specificity protein phosphatase 3 (Homo sapiens), P51452; recombinant VHR phosphatase, pNPP absorbance; inhibition, % at 13.3 µM; actives 0.52% (n = 290,000); in the data active = inhibition above about 50%; also: some compounds called inactive have numbers as strong as hits
Target sequence (P51452 whole entry, looked up): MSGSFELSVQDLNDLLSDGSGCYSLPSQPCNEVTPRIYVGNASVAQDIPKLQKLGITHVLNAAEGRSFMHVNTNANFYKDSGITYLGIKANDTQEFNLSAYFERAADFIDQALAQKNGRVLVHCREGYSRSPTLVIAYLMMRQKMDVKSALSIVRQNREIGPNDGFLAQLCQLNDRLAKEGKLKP
BoNT A protease: BoNT/A light chain protease inhibitors, primary screen, biochemical, flow cytometry, MLPCN library; Botulinum neurotoxin type A light chain protease (Clostridium botulinum A str. ATCC 3502); multiplex microsphere protease substrate cleavage; inhibition, % at 10 µM; actives 0.17% (n = 360,000); also: plate controls were buffer without enzyme for full effect and enzyme alone for no effect
Anthrax LF prot: Bacillus anthracis LF protease inhibitors, primary screen, biochemical, multiplex microsphere, MLPCN library. multiplex microsphere protease cleavage assay. inhibition, % at 10 µM. actives 0.12% (n = 360,000). AID 588501, 2011; also: plate controls were buffer without enzyme for full effect and enzyme alone for no effect
Target sequence (P15917 whole entry, looked up): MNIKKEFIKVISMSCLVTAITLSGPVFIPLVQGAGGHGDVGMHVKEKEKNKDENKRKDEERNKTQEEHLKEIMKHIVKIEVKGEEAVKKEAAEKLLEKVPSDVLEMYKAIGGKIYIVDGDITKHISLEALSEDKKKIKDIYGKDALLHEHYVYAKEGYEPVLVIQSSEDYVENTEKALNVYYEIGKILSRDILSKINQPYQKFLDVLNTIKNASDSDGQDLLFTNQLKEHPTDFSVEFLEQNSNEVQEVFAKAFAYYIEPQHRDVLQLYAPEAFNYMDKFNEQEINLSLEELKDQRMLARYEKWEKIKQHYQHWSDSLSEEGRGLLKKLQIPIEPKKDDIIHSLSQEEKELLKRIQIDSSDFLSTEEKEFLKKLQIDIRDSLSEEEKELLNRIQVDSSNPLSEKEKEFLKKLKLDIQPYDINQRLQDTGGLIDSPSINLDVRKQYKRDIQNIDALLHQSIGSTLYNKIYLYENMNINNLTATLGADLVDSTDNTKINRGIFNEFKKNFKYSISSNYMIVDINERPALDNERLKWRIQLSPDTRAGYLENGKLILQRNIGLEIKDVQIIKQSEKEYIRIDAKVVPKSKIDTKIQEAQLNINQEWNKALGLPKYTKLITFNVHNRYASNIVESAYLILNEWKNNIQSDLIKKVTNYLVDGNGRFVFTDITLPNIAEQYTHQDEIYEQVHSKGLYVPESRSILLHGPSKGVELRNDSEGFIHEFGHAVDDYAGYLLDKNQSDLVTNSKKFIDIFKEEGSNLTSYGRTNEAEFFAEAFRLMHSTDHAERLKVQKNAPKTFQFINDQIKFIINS
The depositor's hits bear a star; ? = inconclusive; nt = not tested or not shown. Rule as the data show it, unless noted: active = inhibition above about 30%; inconclusive = no clear call, values can overlap the other calls; inactive = below that.

SMILES	Rv3671c inh	BoNT F protease	SSB-PriA inh	3CLpro inhibitor	CCHF vOTU inh	MazEF act	PrPC TRFRET	VHR inh abs	BoNT A protease	Anthrax LF prot
Cc1ccc2[nH]c(O)c(N=NC(=O)C3CC3c3ccccc3)c2c1Br (centres undefined)	-1	-2	-11	-1	-12	-3	-52	-8	0.0	-1
COc1ccc(C(=O)Nc2ccnn2C2CCN(C(=O)c3cnsn3)CC2)cc1	8	2	-3	1	5	-5	9	4	1.9	0
Cc1ccc(C2C(C#N)=C(N)N(c3ncn[nH]3)C3=C2C(=O)CC(C)(C)C3)cc1 (centres undefined)	3	3	-9	3	-5	4	3	18	-0.5	2
CCCCNC(=O)C1(C)CCCCN1C(=O)c1c(C)noc1C (centres undefined)	nt	9	nt	nt	-3	nt	-3	nt	-0.1	-5
Cc1ccc2c(c1)N(CCC(=O)NCC1COc3ccccc3O1)C(=O)CO2 (centres undefined)	-5	3	1	3	-5	-1	-3	-15	1.1	-6
COC(=O)c1ccc2c(=O)n(CCN3CCOCC3)c(SCC(=O)Nc3ccccc3OC)nc2c1	nt	-1	nt	nt	-7	3	10	nt	0.3	-2
Cc1ccccc1C1=NCC(=O)N(CC(=O)N2CCCCC2)c2sc(C)c(C)c21	-1	-2	-12	5	0	0	12	-5	?	0
COc1cc(OCC(N)=O)cc(OC)c1OC	-6	0	-8	-1	7	1	5	18	0.5	-1
C[C@@H]1CN([C@@H](C)CO)C(=O)CCCn2nncc2CO[C@H]1CN(C)C(=O)c1ccncc1	nt	2	nt	nt	-6	3	2	nt	-0.2	-3
O=[N+]([O-])c1ccc(C2CCCC/C2=N/O)c([N+](=O)[O-])c1 (centres undefined)	3	-6	nt	3	-1	1	-26	-9	-0.6	12
CCCCCCCSc1nnc(N)s1	-11	?	-7	0	8	8	8	18	?	-22
O=C(Nc1nccs1)c1ccc(-c2ccc(Cl)cc2Cl)o1	-25	-5	-8	-1	-15	-2	5	6	-0.8	-4
O=c1ccc(/C=C/c2ccccc2)nn1Cc1ccccc1Cl	-6	1	-26	-7	11	-5	-5	6	0.0	0
COc1ccc(-n2c(SCC(=O)Nc3cc(C)on3)nc3ccc(O)cc3c2=O)cc1OC	-3	-17	-4	3	-12	-6	1	-4	-0.8	1
CC1OC(=O)c2cc3ccccc3nc21 (centres undefined)	nt	-1	nt	nt	3	5	-13	nt	-0.1	-1
COc1ccc(C(=O)NCc2nnc(SCC(=O)Nc3nnc(C)s3)o2)cc1	1	-15	-6	-2	-2	2	-4	-10	0.1	-1
CN(C)CC1(C)Cc2ccsc2C1O (centres undefined)	nt	12	-9	nt	-6	-1	4	nt	-0.4	-1
CCN(CC)C(=O)COc1cccc2ccccc12	-8	1	-20	2	-5	-5	6	-15	0.4	5
CCOC(=O)C1(CCOc2ccccc2)CCN(Cc2ccc(C)s2)CC1	-5	-3	-19	-3	-1	-7	-5	22	0.3	-4
CCN(CC(=O)Nc1c(F)cccc1F)C(=O)c1cccc(S(=O)(=O)NCc2ccccc2)c1	3	13	-14	nt	12	-9	-2	nt	1.8	8
Cc1c(C)n(Cc2ccccc2)c2ncnc(Cl)c12	-5	33	-11	3	-3	3	8	48	2.8	-6
CCOC(=O)c1sc(NC(=O)C2CC(=O)N(c3ccc(C)cc3)C2)nc1C (centres undefined)	-16	-2	-1	-2	-7	-22	3	36	0.4	-5
CCOc1ccc(NC(=O)CN2CCN(c3ccc(F)cc3)CC2)cc1	-9	-9	-12	-1	-9	7	4	17	0.0	-12
CCOC(=O)c1sc2nc(C)[nH]c(=S)c2c1C	nt	-8	-18	1	2	18	5	26	0.4	1
CC(=O)Nc1ccc(C2=CC(=O)CC(C)(C)C2)cc1	-4	-3	-13	nt	3	2	-26	nt	0.5	5
C=CCn1c(SCc2c(C)noc2C)nc2sc3c(c2c1=O)CCCC3	-4	-10	-21	-7	2	4	17	-6	-0.9	-4
CSc1ccccc1NC(=S)N/N=C/c1cccn1Cc1cccc(C)c1	6	-3	nt	1	-8	2	-2	25	-0.4	-4
Cc1sc2ncn(CC(=O)NCCCC(=O)N3CCN(c4ncccn4)CC3)c(=O)c2c1C	1	-6	-7	3	12	1	-6	30	-0.4	6
CN(CC(=O)NC(=O)NCc1ccccc1)CC(=O)Nc1ccc(Cl)c(C(F)(F)F)c1	2	-8	-13	nt	9	-3	8	nt	-1.1	?
CCCNC(=O)C1CCN(c2ccc(S(=O)(=O)N3CCOCC3)cc2Cl)CC1	7	0	2	4	14	3	-2	57*	0.9	-5

12 structures out of the list, arranged by formula weight, largest number first:
SMILES	Rv3671c inh	BoNT F protease	SSB-PriA inh	3CLpro inhibitor	CCHF vOTU inh	MazEF act	PrPC TRFRET	VHR inh abs	BoNT A protease	Anthrax LF prot
COC(=O)c1ccc2c(=O)n(CCN3CCOCC3)c(SCC(=O)Nc3ccccc3OC)nc2c1	nt	-1	nt	nt	-7	3	10	nt	0.3	-2
CCN(CC(=O)Nc1c(F)cccc1F)C(=O)c1cccc(S(=O)(=O)NCc2ccccc2)c1	3	13	-14	nt	12	-9	-2	nt	1.8	8
Cc1sc2ncn(CC(=O)NCCCC(=O)N3CCN(c4ncccn4)CC3)c(=O)c2c1C	1	-6	-7	3	12	1	-6	30	-0.4	6
CN(CC(=O)NC(=O)NCc1ccccc1)CC(=O)Nc1ccc(Cl)c(C(F)(F)F)c1	2	-8	-13	nt	9	-3	8	nt	-1.1	?
C=CCn1c(SCc2c(C)noc2C)nc2sc3c(c2c1=O)CCCC3	-4	-10	-21	-7	2	4	17	-6	-0.9	-4
Cc1ccc2c(c1)N(CCC(=O)NCC1COc3ccccc3O1)C(=O)CO2 (centres undefined)	-5	3	1	3	-5	-1	-3	-15	1.1	-6
Cc1ccc(C2C(C#N)=C(N)N(c3ncn[nH]3)C3=C2C(=O)CC(C)(C)C3)cc1 (centres undefined)	3	3	-9	3	-5	4	3	18	-0.5	2
O=C(Nc1nccs1)c1ccc(-c2ccc(Cl)cc2Cl)o1	-25	-5	-8	-1	-15	-2	5	6	-0.8	-4
O=[N+]([O-])c1ccc(C2CCCC/C2=N/O)c([N+](=O)[O-])c1 (centres undefined)	3	-6	nt	3	-1	1	-26	-9	-0.6	12
CCOC(=O)c1sc2nc(C)[nH]c(=S)c2c1C	nt	-8	-18	1	2	18	5	26	0.4	1
COc1cc(OCC(N)=O)cc(OC)c1OC	-6	0	-8	-1	7	1	5	18	0.5	-1
CC1OC(=O)c2cc3ccccc3nc21 (centres undefined)	nt	-1	nt	nt	3	5	-13	nt	-0.1	-1

(next part)
SMILES	Rv3671c inh	BoNT F protease	SSB-PriA inh	3CLpro inhibitor	CCHF vOTU inh	MazEF act	PrPC TRFRET	VHR inh abs	BoNT A protease	Anthrax LF prot
COc1ccc(N/C=C(\[N+](=O)[O-])S(=O)(=O)c2ccccc2)cc1	3	-17	6	8	-11	11	5	16	-1.8	-14
CC(C)OC(=O)CSc1nc(C(C)C)nc2ccccc12	-1	2	-17	-1	-5	7	3	8	-0.9	-4
COC(=O)[C@]12CCCCC=C1N(CCC1=CCCCC1)C(=O)[C@H](CC(=O)NCCCN1CCCC1=O)C2	nt	-10	nt	nt	11	nt	7	nt	-0.1	-1
COc1ccc(NC(C)=O)cc1CNC(=O)COc1ccccc1C(=O)Nc1cccc(C)c1C	1	-10	-6	-3	-4	3	0	18	-2.3	-3
CSc1nc(Cl)cc(Nc2ccc(O)cc2)n1	-1	-2	1	1	-6	6	15	26	0.8	-5
Cc1sc2ncn(CC(=O)NCC(=O)N(C)Cc3ccccc3)c(=O)c2c1C	1	2	-18	0	7	0	4	9	1.4	-2
Nc1cc(=O)[nH]c(SCc2cccc(Cl)c2)n1	-13	3	-29	0	15	-7	0	9	0.2	3
O=S(=O)(c1ccc(F)cc1)N1CCN(S(=O)(=O)c2cc(F)ccc2F)CC1	6	5	-7	0	2	0	-4	2	-1.3	-7
O=C(Cc1c(C(=O)O)[nH]c2ccc(Cl)cc12)Nc1ccc2c(c1)OCCO2	1	-1	-8	7	12	-2	2	52*	-0.2	1
O=C(CSc1n[nH]c(-c2ccccc2)n1)N1CCOCC1	3	-13	3	0	15	2	-2	26	-2.7	11

Random excerpt: two compounds from above.
SMILES	Rv3671c inh	BoNT F protease	SSB-PriA inh	3CLpro inhibitor	CCHF vOTU inh	MazEF act	PrPC TRFRET	VHR inh abs	BoNT A protease	Anthrax LF prot
COc1ccc(NC(C)=O)cc1CNC(=O)COc1ccccc1C(=O)Nc1cccc(C)c1C	1	-10	-6	-3	-4	3	0	18	-2.3	-3
O=C(CSc1n[nH]c(-c2ccccc2)n1)N1CCOCC1	3	-13	3	0	15	2	-2	26	-2.7	11

Following part:
SMILES	Rv3671c inh	BoNT F protease	SSB-PriA inh	3CLpro inhibitor	CCHF vOTU inh	MazEF act	PrPC TRFRET	VHR inh abs	BoNT A protease	Anthrax LF prot
Nc1nc(-c2cccnc2)nn1C(=O)c1ccc(Cl)cc1	nt	2	-2	-1	-10	9	0	2	-0.3	4
O=C(Cc1ccccc1)c1c[nH]c(C(=O)O)c1	-4	1	-7	0	-8	1	1	14	0.2	-1
CCCNC(=O)c1ccccc1NC(=O)C1COc2ccccc2O1 (centres undefined)	-10	29	-3	1	5	1	11	0	1.0	-3
Cc1ccc(C(=O)Oc2ccccc2N2CCOCC2)cc1	-2	-5	-23	1	-8	-13	4	27	0.0	-3
Cc1ccc(-c2noc(CSc3nnc(Cc4cccs4)n3-c3ccccc3)n2)cc1	-1	0	7	1	5	3	-7	7	-1.0	1
FC(F)Oc1ccc(/C=N/n2c(Cc3ccc(Br)cc3)n[nH]c2=S)cc1	-10	-5	nt	1	14	-3	-2	39	-3.5	6
CCOC(=O)c1c(NC(=O)C2(C)Cc3ccccc3C(=O)O2)sc2c1CCCC2 (centres undefined)	-23	-8	-12	4	12	1	-4	-2	-0.3	-2
O=C(NCc1ccccc1)NC1(C(=O)Nc2ccc3c(c2)OCCO3)CCCCC1	-5	6	-19	0	1	7	1	10	2.8	0
O=C(Nc1cc(S(=O)(=O)N2CCCCC2)ccc1Cl)c1ccncc1	-2	-3	-17	nt	-10	-2	6	nt	0.9	-10
CC(=O)Oc1ccc(/C=C2\C=C(c3ccc(C)cc3)OC2=O)cc1	-5	7	2	2	4	-4	3	nt	1.0	-22
CCCCn1c(O)c(C(=O)/C=C/c2ccc3c(c2)OCO3)c(=O)[nH]c1=O	-4	?	-8	7	-10	-12	-5	29	-0.2	21
COC(=O)c1sccc1S(=O)(=O)Nc1ccc(Cl)cc1	-8	0	-1	3	5	10	5	12	-0.9	-6
Cc1ccc(N(C(C)C(=O)O)S(=O)(=O)c2c(C)[nH]c(=O)[nH]c2=O)cc1 (centres undefined)	-1	-4	-16	nt	0	4	-3	12	0.1	1
CCCCc1ccc(C(=O)NC(C(=O)O)C(C)C)cc1 (centres undefined)	1	40*	-13	4	20	9	6	-13	31*	-24
S=C(Nc1cccc2ccccc12)NC1CCCCC1	5	-3	2	3	9	-3	1	-9	-0.6	1
Cc1cccnc1C(NC(=O)C1CCN(Cc2cn(C)c3ccccc23)CC1)c1ccc(Cl)cc1 (centres undefined)	nt	-15	nt	nt	-1	nt	-19	nt	-0.2	-10

An excerpt. The share of hits here may be higher or lower than overall.
